High-throughput results from PubChem.
CXCR6 inh = inhibitors of human CXCR6 receptor; AID 602244; CHO-K1 PathHunter CXCR6 beta-arrestin, luminescence; inhibition, % at 20 µM; O00574; 360,000 tested, 0.36% active; in the data active means inhibition above about 34%, passing the limit was not always enough;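 further: antagonist mode with CXCL16 agonist at 10 nM final; 0% = 10 nM CXCL16 with DMSO and 100% = unstimulated wells without agonist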
Target sequence (O00574 whole entry, looked up): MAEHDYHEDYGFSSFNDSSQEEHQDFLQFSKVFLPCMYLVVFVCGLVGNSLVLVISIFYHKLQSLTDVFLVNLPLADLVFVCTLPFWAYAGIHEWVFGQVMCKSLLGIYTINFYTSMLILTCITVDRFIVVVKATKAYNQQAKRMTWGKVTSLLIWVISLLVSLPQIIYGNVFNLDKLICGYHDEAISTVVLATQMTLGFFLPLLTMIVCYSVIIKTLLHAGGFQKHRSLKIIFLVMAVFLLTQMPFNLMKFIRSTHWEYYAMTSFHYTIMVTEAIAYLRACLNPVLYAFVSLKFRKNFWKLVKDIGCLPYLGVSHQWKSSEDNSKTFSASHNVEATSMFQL
EBI2 block = antagonists of human EBI2 receptor; P32249; EBI2 beta-arrestin recruitment, luminescence, 7a,25-OHC stimulated; inhibition, % at 5 µM; 360,000 tested, 0.81% active; in the data active means inhibition above about 38%;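 further: enzyme fragment complementation signal reports receptor beta-arrestin coupling in cells; 0% = agonist plus DMSO wells and 100% = wells without agonist; some results beyond the cut were filed as inactive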
Target sequence (P32249 whole entry, looked up, the tested form may be a part): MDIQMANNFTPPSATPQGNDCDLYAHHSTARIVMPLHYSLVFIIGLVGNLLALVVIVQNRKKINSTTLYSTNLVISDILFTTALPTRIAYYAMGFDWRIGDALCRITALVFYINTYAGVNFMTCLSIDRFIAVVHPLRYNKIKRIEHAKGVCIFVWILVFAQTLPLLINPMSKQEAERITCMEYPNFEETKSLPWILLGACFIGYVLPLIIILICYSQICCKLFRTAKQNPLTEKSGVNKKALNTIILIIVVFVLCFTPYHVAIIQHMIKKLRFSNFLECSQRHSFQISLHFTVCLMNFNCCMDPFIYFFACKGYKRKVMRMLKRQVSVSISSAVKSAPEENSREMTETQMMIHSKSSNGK
GRIN3A LBD mod = modulators (binders) of human NR3A ligand-binding domain. Tm shift relative to glycine control, % at 25 µM. AID 1259313. 340,000 tested, 2.5% active. NR3A LBD differential scanning fluorimetry, Tm shift; 0% = protein alone, 100% = glycine-bound protein;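 active means melting temperature shift of at least 10% of the positive control shift, at one fixed dose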
MPTP inh = permeability transition pore inhibition | 360,000 tested, 1.4% active | inhibition, % at 10 µM | isolated mouse mitochondria, Ca2+ swelling absorbance, 30 min;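 active means inhibition of 50% or more, scaled per plate between neutral and stimulator controls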;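 further: 0% = DMSO wells given calcium and 100% = 1 mM EGTA wells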
A3G deaminase = inhibitors of human APOBEC3G DNA deaminase; 330,000 tested, 0.28% active; Q9HC16; AID 493012; inhibition, % at 20 µM; recombinant A3G, ssDNA deamination FAM/TAMRA fluorescence;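 active means inhibition of at least 40% at 20 µM, with no more than 30% in the related APOBEC3A deaminase screen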;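 further: plate controls were DMSO wells with A3G for no effect and wells lacking A3G enzyme for full effect; some compounds called inactive have numbers as strong as hits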
APOBEC3A inh = human APOBEC3A DNA deaminase inhibition; 330,000 tested, 0.41% active; inhibition, % at 20 µM; recombinant A3A, FAM/TAMRA ssDNA deamination fluorescence; P31941;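 active means at least 40% inhibition at 20 µM here, with at most 30% in a related deaminase screen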;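 further: plate controls were A3A with DMSO for no effect and wells lacking A3A enzyme for full effect; some results filed as inactive read as strong as hits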
Target sequence (P31941 whole entry, looked up): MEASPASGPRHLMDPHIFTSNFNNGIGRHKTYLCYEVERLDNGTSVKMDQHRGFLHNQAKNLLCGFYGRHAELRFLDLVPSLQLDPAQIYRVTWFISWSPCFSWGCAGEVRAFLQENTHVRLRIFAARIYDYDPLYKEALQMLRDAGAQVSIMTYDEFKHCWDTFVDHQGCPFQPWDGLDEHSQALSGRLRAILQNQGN
CCR6 antagonist = CCR6 (human) receptor antagonism; CHO-K1 CCR6 PathHunter beta-arrestin, luminescence, CCL20-stimulated; 340,000 tested, 0.49% active; inhibition, % at 20 µM; P51684;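 active means compounds whose inhibition of the agonist-driven luminescence signal at 20 µM reaches about 50%, limit read from the data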;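 further: cells stimulated with CCL20 at 14 nM final; plate controls were DMSO with CCL20 for no effect and DMSO without agonist for full effect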
Gli-Sufu antag = Gli-Sufu pathway antagonism | Sufu-KO-LIGHT fibroblasts, Gli luciferase reporter luminescence | inhibition, % at 5 µM | 340,000 tested, 0.74% active;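 active means inhibition above about 55%, limit read from the data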;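 further: 0% = DMSO-treated cells and 100% = wells with medium but no cells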
* hit, by the source's call; . = not tested or not shown.

Below each compound: CXCR6 inh	EBI2 block	GRIN3A LBD mod	MPTP inh	A3G deaminase	APOBEC3A inh	CCR6 antagonist	Gli-Sufu antag
Cc1nc2sccn2c(=O)c1S(=O)(=O)NC(C)c1ccccc1 (stereo not given)
    11.0	1.3	-2.9	-1.4	-10.5	-1.4	-1.5	-31.7
O=C(CN1CCN(S(=O)(=O)c2ccc(Cl)c(C(F)(F)F)c2)CC1)NC(=O)NC1CCCCC1
    -2.0	9.1	-3.8	1.2	.	.	4.9	-3.5
CCc1ccc(OCC(=O)NC(C)(C)C)cc1
    2.9	-2.0	0.1	-0.8	-4.2	-3.5	-1.7	-4.6
Cc1ccc(-c2ccc(CCC(=O)O)n2-c2ccc(C(=O)O)cc2)cc1
    5.7	0.6	0.4	-0.8	-7.2	-4.7	-4.8	-3.0
CCCC(=O)Nc1ccc(C(=O)NCC2CCCO2)cc1 (stereo not given)
    -2.5	-3.0	-0.4	0.0	-7.8	-1.7	-9.1	5.5
CCOC(=O)NNC(=O)C1CCC(C)CC1 (stereo not given)
    6.0	-1.6	-1.1	-2.3	-3.9	2.7	-5.2	2.6
O=C(O)CCc1nn2c3ccccc3nc2n(Cc2ccccc2)c1=O
    -5.9	1.3	-0.3	-1.7	-5.4	-0.4	15.7	-0.1
CC[C@H](C)[C@@H]1NC(=O)c2cc([N+](=O)[O-])cc(I)c2SC[C@@H](C(N)=O)NC(=O)[C@H](CCCCN)NC1=O
    .	.	-2.1	.	-3.7	5.9	-10.7	1.2
CCOc1cc(Cl)c(S(=O)(=O)NCCCn2ccnc2)cc1Cl
    -4.5	-2.1	-1.3	5.4	-4.4	1.5	-2.0	46.5
Cc1cc(=O)oc(C)c1C(=O)Nc1cccnc1Cl
    -8.9	-9.5	1.4	-1.1	-5.7	-1.9	-3.1	-1.9
Oc1ccc(C[C@H]2CNC(=S)N2CC2CCCN2C[C@H](Cc2ccc(O)cc2)N2C[C@H](Cc3ccc(O)cc3)N(CC3CCCCCC3)C2=S)cc1 (stereo not given in full)
    9.4	19.3	27.9*	1.5	.	.	17.9	11.1
Cc1cc(S(=O)(=O)N2CCCC2)ccc1OCC(=O)Nc1ccc(C(N)=O)cc1
    2.0	-7.2	-0.3	-1.4	2.7	-4.8	3.9	4.6
Cc1cc(NC(=O)CSCc2ccccc2C)no1
    -3.9	0.2	-2.3	-2.2	-5.4	1.2	-6.9	22.0
CNC(=O)N(O)C1N(/N=C/c2cc(Br)ccc2O)C(=S)SC1(C)C (stereo not given)
    6.1	-3.2	-4.0	1.6	-8.4	-3.6	11.6	6.0
CCCCc1nnc(NC(=O)C2CC(=O)N(c3ccc(C)cc3)C2)s1 (stereo not given)
    -5.7	-6.6	-2.4	-1.0	-2.6	-1.1	15.9	15.1
O=C(c1ccc(CNc2c(N3CCCC3)c(=O)c2=O)cc1)N1CC=C(c2ccccc2)CC1
    -3.3	-1.6	-2.2	2.7	-1.6	6.8	-4.5	14.4
Cc1ccc(C)c(NC(=O)/C(C#N)=C/c2cn(CC(=O)NCc3ccco3)c3ccccc23)c1
    -4.8	-18.0	9.4	7.7	-10.6	3.1	-0.1	3.8
O=C(CSc1ncnc2sc3c(c12)CCC3)Nc1ccccc1C(=O)O
    -8.5	4.4	1.4	9.7	-3.6	4.7	11.0	1.9
CC1=C(C(N)=O)C(c2cccs2)n2nc(-c3cccc(Cl)c3)nc2N1 (stereo not given)
    -2.4	-0.5	-4.5	-0.6	1.8	-0.1	13.7	8.1
CC1(C)CC(=O)C=C(Nc2ccc(Br)cc2F)C1
    -11.9	-14.3	-1.2	0.8	-2.3	0.4	5.0	0.4
CCOc1ccc(N2C(=O)/C(=C\c3ccc(OC)c(O)c3)S(=O)(=O)C2c2cccc([N+](=O)[O-])c2)cc1 (stereo not given)
    -2.8	12.9	1.1	-3.1	-4.9	-3.2	1.2	6.4
NC(=O)Cn1nc([N+](=O)[O-])nc1Oc1ccccc1F
    -12.3	-6.4	0.9	-0.5	-5.7	-1.6	-5.3	-2.4
C=CCN1c2ccccc2[C@]23C[C@@H](C(=O)OC)N(C(=O)OCC)C2=NC(C(=O)OC)=C(C(=O)OC)[C@H]13
    0.4	0.7	-1.3	-3.4	-8.6	-3.8	2.8	2.1
Cc1c(C)c2ccc(OCC(=O)NCCc3c[nH]c4ccccc34)c(C)c2oc1=O
    5.6	12.1	-5.8	-0.8	1.1	3.5	6.0	-14.7
O=C(C[n+]1ccc(C(=O)N/N=C/c2ccc(Cl)cc2Cl)cc1)c1ccccc1
    1.2	-1.4	-0.4	0.7	-6.2	-4.0	5.3	-3.6
CC(Sc1nc2c(c(=O)[nH]1)CCCC2)C(=O)Nc1ccc(S(N)(=O)=O)cc1 (stereo not given)
    -0.1	-12.3	-2.4	0.7	11.1	-2.7	3.8	2.0
Cc1cc2c(n1-c1ccc(Br)cc1)CC(C)(C)CC2=O
    4.4	10.7	-0.5	4.0	-4.2	-1.0	7.9	3.6
COc1ccccc1NC(=O)C1=C(C)Nc2nc(-c3cccs3)nn2C1c1cccnc1 (stereo not given)
    -6.9	-10.0	2.2	-0.6	0.5	-0.8	-3.1	-0.7
CCOc1ccc(NC2=NCC(=O)N2Cc2cccs2)cc1
    -2.0	3.0	-1.6	-1.7	4.9	-1.8	17.4	0.2
COc1cc(C(=O)NC2(C(F)(F)F)NC(=O)N(CCCc3ccccc3)C2=O)cc(OC)c1OC (stereo not given)
    -3.2	4.5	-7.4	-19.1	-3.6	5.8	-2.1	9.9
COc1ccc(C(=O)c2oc3nc(C)cc(C)c3c2N)cc1
    -9.3	3.6	2.5	-2.0	-4.6	1.9	4.2	1.0
CC(C)(C)NC(=S)NCc1ccncc1
    -1.0	-8.1	-7.5	-1.2	5.3	-5.0	4.9	13.0
CCN1C2=C(C(=O)CCC2)C(c2ccc(O)c(Br)c2)C2=C1CCCC2=O
    -11.9	-3.8	-2.7	0.5	7.8	6.8	10.0	-10.0
CC(=O)N1CCN(S(=O)(=O)c2cccc(C(=O)OCc3ccc(C(C)(C)C)cc3)c2)CC1
    -2.5	-4.3	-4.6	89.5*	-9.7	-3.9	19.9	48.3
Nc1cc(=O)[nH]c(=O)n1Cc1ccco1
    0.1	1.9	0.8	-0.5	-9.8	0.6	-11.3	7.2
O=C(CSc1nnc2ccccn12)NCCc1ccc(Cl)cc1
    -6.4	9.3	-0.4	0.7	-17.1	1.3	-2.5	6.6
CCOC(=O)/C(C#N)=C\c1ccc(OC)c(OC)c1
    1.8	-3.4	-0.2	1.4	-3.3	-0.6	7.7	-1.0
COc1ccc(F)cc1C(=O)C1CCCN(C(=O)CCc2ccccn2)C1 (stereo not given)
    0.1	-4.1	-1.5	-0.8	-5.4	-3.3	0.2	12.7
CCOC(=O)c1c(NC(=O)COC(=O)CCOc2ccc(OCC)cc2)sc(C(=O)N(C)C)c1C
    -3.1	0.5	.	1.6	-1.6	2.1	0.4	7.6
C/C(=N/NC(=O)CSc1nc2ccccc2n1C)c1ccncc1
    -4.8	-5.5	-0.8	-0.8	-8.6	-0.2	-2.6	1.9
CC(=O)Nc1cccc(C(=O)/C=C/c2ccc(Br)cc2)c1
    -2.6	-60.4	-5.2	-8.3	-6.2	-2.8	47.5	-21.8
O=C1CSC(c2ccccn2)N1c1ccc(F)cc1F (stereo not given)
    -0.5	-2.9	0.0	-2.1	-5.8	1.0	0.7	-27.1
CN(CC(=O)Nc1ccccc1Br)C(=O)c1ccccc1-c1nc2ccccc2s1
    -2.2	0.8	-1.7	-0.6	3.0	2.2	7.1	7.1
COc1ccc(C(CNC(=O)c2c(C)nn(Cc3ccc(C)cc3)c2Cl)N2CCOCC2)cc1 (stereo not given)
    3.0	9.1	-2.2	0.1	2.3	1.7	4.9	9.2
COCC(=O)NNS(=O)(=O)c1ccccc1[N+](=O)[O-]
    -7.7	-15.1	-0.9	-0.9	-3.2	3.2	9.7	1.3
Cc1ccc(Nc2nnc(SCC(=O)NCC3CCCO3)s2)cc1C (stereo not given)
    -2.5	15.4	-0.2	0.7	-8.8	-5.0	4.4	-1.2
O=C1C2CC=CCC2C(=O)N1Cc1nnc(-c2ccccc2Br)o1 (stereo not given)
    0.4	-6.5	-2.1	1.9	-3.9	-2.3	3.7	-6.9
Cc1noc(C)c1S(=O)(=O)N(CCc1ccccc1)Cc1ccccc1
    12.0	22.0	1.0	0.7	-2.7	3.0	40.0	-3.1
CC(=O)c1cccc(OCc2cc(C(=O)N(C)CCc3ccccn3)no2)c1
    1.3	-1.2	0.1	0.4	-2.8	9.5	12.2	-8.8
Cc1c(C)[n+](=O)c(-c2ccc(Br)cc2)c(C)n1[O-]
    -6.9	-7.8	-3.7	0.6	1.9	-2.3	0.6	1.4
O=C(c1cccc(NS(=O)(=O)c2ccc(Br)cc2)c1)N1CCN(c2ccccc2O)CC1
    -4.8	-5.2	-0.3	0.0	5.6	2.0	4.8	-12.3
CCN1/C(=C/c2ccc3cc(C)cc(C)c3[n+]2CC)Sc2cc(C)ccc21
    8.1	-0.3	-3.0	87.2*	.	.	26.4	90.1*
COc1ccc(CN(C(C)=O)c2ccccc2C(=O)O)cc1
    8.5	0.3	1.1	-0.3	-4.8	0.8	7.0	0.3
COc1cc(-n2c(C)nc3cc(C(=O)N4CCOCC4)ccc32)cc(OC)c1OC
    3.8	-13.3	0.7	-1.6	1.7	-3.3	-12.2	-3.4
Cc1ccc(CC(=O)N2CCOCC2)cc1
    7.0	-2.5	-0.2	-1.2	1.2	-0.3	3.0	-17.1
CC(=O)NCCC1CCCCN1C(=O)c1cc(COc2cc(C)ccc2C)on1 (stereo not given)
    -7.1	-3.6	-1.6	-0.1	-4.6	-1.1	14.5	-63.7
CC(=O)Nc1ccccc1OCc1nnc(-c2ccccc2Cl)o1
    4.9	6.1	0.5	1.3	-1.1	13.6	6.1	4.3
Cc1ccc(-c2[nH]c3cc(C(N)=O)ccc3c(=O)c2O)cc1
    -14.8	-4.8	0.1	3.0	0.7	1.3	-3.5	-7.0
O=C(NCc1ccccc1)c1ccc[n+]([O-])c1
    -1.4	-5.8	0.2	-0.3	3.8	0.7	1.0	7.9
CCn1c(SCC(=O)Nc2ccc(S(N)(=O)=O)cc2)nnc1-c1ccccc1OC
    0.9	1.3	-2.8	-0.6	-2.5	4.7	-25.4	-23.1

The order is random; any-hit rate near 5.8%.
